M5 PAM: human M5 muscarinic receptor positive allosteric modulators, primary screen, CHO-K1 cells, Fluo-8 calcium fluorescence; 360,000 compounds, 0.3% hits; activation, % at 3 µM; CHO-K1 hM5, ACh EC20 PAM; 0% = ACh EC20, 100% = ACh EC100; Muscarinic acetylcholine receptor M5 (Homo sapiens), P08912; AID 624038, 2012;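 active means activation above the run cutoff, the mean activation of all test compounds plus 3 SD, cut at about 18% in these data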
Target sequence (P08912 whole entry, looked up): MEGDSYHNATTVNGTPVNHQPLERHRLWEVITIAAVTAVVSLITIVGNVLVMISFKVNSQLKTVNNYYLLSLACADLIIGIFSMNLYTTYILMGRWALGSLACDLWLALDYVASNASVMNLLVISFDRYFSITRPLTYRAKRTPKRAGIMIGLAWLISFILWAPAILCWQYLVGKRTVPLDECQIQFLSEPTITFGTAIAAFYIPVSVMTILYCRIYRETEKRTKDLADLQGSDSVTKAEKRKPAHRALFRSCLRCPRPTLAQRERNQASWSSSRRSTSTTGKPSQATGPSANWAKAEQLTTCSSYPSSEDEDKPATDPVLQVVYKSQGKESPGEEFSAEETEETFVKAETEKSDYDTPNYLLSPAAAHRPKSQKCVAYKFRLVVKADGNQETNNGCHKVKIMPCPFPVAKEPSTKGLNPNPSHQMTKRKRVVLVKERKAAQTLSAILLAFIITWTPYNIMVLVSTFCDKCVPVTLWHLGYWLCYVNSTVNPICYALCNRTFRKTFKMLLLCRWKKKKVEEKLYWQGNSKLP
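system = human M5 receptor in CHO-K1 cells | compound = one concentration, 3 µM final (nominal) | schedule = Post-acetylcholine fluorescence recording 140 s | signal = Fluo-8 calcium dye fluorescence, kinetic read | benchmarks = low control EC20 acetylcholine (0%), high control EC100 acetylcholine (100%) | repeats = singlicate, one well per test compound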
M4 PAM: human M4 muscarinic receptor positive allosteric modulators, primary screen, CHO-K1 cells, Fluo-8 calcium fluorescence. AID 624126, 2012. 360,000 compounds, 0.4% hits. activation, % at 3 µM. CHO-K1 hM4/Gqi5, ACh EC20; 0% = ACh EC20, 100% = maximal ACh;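 active means activation above its plate's cutoff, the mean activation of sample wells plus 3 SD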; further: some results filed as inactive read as strong as hits
Target sequence (P08173 whole entry, looked up): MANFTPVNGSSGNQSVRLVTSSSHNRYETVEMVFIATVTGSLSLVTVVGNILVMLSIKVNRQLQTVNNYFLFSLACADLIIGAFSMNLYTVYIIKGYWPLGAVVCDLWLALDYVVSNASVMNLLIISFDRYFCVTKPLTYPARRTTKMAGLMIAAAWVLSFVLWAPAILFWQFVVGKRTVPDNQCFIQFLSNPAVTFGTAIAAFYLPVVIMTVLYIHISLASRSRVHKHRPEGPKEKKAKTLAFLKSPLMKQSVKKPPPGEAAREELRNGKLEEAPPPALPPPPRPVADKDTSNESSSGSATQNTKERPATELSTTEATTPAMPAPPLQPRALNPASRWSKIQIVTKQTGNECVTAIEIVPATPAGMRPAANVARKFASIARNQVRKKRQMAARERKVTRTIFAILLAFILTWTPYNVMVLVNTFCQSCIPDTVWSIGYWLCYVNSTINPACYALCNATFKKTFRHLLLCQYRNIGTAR
M5 antag: human M5 muscarinic receptor antagonists, primary screen, CHO cells, Fluo-8 calcium fluorescence | Muscarinic acetylcholine receptor M5 (Homo sapiens), P08912 | CHO-hM5 cells, ACh EC80 | inhibition, % at 3 µM | 360,000 compounds, 0.59% hits;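 active means inhibition above a per-plate cutoff, the mean of that plate's test compounds plus 3 SD, cut at about 27% in these data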;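 further: 0% = acetylcholine EC80 with DMSO and 100% = DMSO without agonist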
M1 ag parental: counter-screen for M1 agonists: effect in parental CHO-K1 cells | 360,000 compounds, 0.48% hits | activation, % at 3 µM | Fluo-8 calcium fluorescence; scaled to maximal ATP response, vehicle zero | AID 602248, 2012; in the data active means activation above about 15%;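 further: untransfected CHO-K1 host cells lacking M1 receptor as counterscreen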
CHO-K1 Ca antag: M1 antagonist counterscreen hit in parental CHO-K1 cells | ATP-induced calcium, Fluo-8 fluorescence | 360,000 compounds, 0.6% hits | inhibition, % at 3 µM | AID 602250;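 active means inhibition above a per-plate cutoff, the plate's mean sample inhibition plus 3 SD, cut at about 24% in these data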;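 further: 0% = DMSO plus EC80 ATP and 100% = DMSO alone without ATP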
M4 antag: human M4 muscarinic receptor antagonists, primary screen, CHO cells, Fluo-8 calcium fluorescence. Muscarinic acetylcholine receptor M4 (Homo sapiens), P08173. inhibition, % at 3 µM. CHO-hM4 cells, ACh EC80. 360,000 compounds, 0.73% hits. AID 624125, 2012;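 active means inhibition above its plate's cutoff, the mean inhibition of sample wells plus 3 SD, cut at about 27% in these data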;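 further: 0% = acetylcholine EC80 with DMSO and 100% = DMSO without agonist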
CHO-K1 Ca PAM: nonselective calcium activators in parental CHO-K1 cells, primary screen, counter-screen for M1 PAM project, cell-based, Fluo-8 calcium fluorescence, full deck, 1536-well; AID 602247, 2012; ATP EC20; 0% at ATP EC20, 100% at ATP max; activation, % at 3 µM; 360,000 compounds, 0.02% hits;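 active means activation above the run cutoff, the mean activation of all test compounds plus 3 SD, cut at about 40% in these data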;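 further: peak over basal fluorescence ratio in a 140 s read after ATP addition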
CHRM4 agonist: human M4 muscarinic receptor agonists, primary screen, CHO-K1 cells, Fluo-8 calcium fluorescence; CHO-K1 hM4/Gqi5; vehicle 0%, full acetylcholine response 100%; activation, % at 3 µM; 360,000 compounds, 0.14% hits; AID 624127, 2012;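 active means activation above the run mean over all test wells plus 3 SD, cut at about 32% in these data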;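 further: peak over basal fluorescence ratio per well then scaled between controls; 0% = DMSO wells and 100% = acetylcholine at EC100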
CHRM5 agonist: human M5 muscarinic receptor agonists, primary screen, CHO-K1 cells, Fluo-8 calcium fluorescence; Muscarinic acetylcholine receptor M5 (Homo sapiens), P08912; CHO-K1 hM5 cells; 0% DMSO wells, 100% maximal acetylcholine response; activation, % at 3 µM; 360,000 compounds, 0.19% hits; AID 624037, 2012;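 active means activation above the run's mean over test compounds plus 3 SD, cut at about 23% in these data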;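 further: signal is peak over basal fluorescence ratio across the kinetic read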
* marks the source's active call; other numbers are inactive results.

The first 9 compounds, to show the layout:
1) Cc1cc(-c2nnc3n2CCCCC3)c(C)n1-c1ccccc1
2) CN1CCN(S(=O)(=O)c2cccc(C(=O)N3CCN(c4ccccc4)CC3)c2)CC1
3) O=C(NC(=S)N1CCN(c2ccc(O)cc2)CC1)c1cccs1
4) COc1ccc(C(C)=O)cc1COC(=O)Cn1cnc2ccccc2c1=O
5) COc1ccc2nc(C)c3cc(C)oc3c2c1
6) COc1cccc(-c2cccc(NC(=O)C3CCN(CCCn4cccn4)CC3)c2)c1
7) Cc1nc(C)c(C(=O)OCC(=O)Nc2ccccc2SCC#N)s1
8) Cc1ccc(N2CC(C(=O)Nc3nnc(SCC(N)=O)s3)CC2=O)cc1C (stereo unspecified)

screen / no. | 1 | 2 | 3 | 4 | 5 | 6 | 7 | 8
M5 PAM | 0.0 | 6.9 | -4.4 | -6.4 | -6.2 | 0.3 | -9.0 | 2.9
M4 PAM | -1.2 | 8.3 | 10.9 | -19.4 | -3.8 | 4.5 | -4.5 | 2.8
M5 antag | 4.8 | 5.2 | 9.1 | 8.7 | 6.3 | -1.5 | 15.8 | 9.9
M1 ag parental | -0.5 | 1.0 | -0.7 | 4.0 | -0.2 | 0.4 | 2.7 | -0.2
CHO-K1 Ca antag | -14.7 | -18.5 | 17.9 | -1.9 | -3.3 | -9.9 | 6.7 | -12.3
M4 antag | 6.2 | -5.7 | -3.2 | 25.1 | -5.0 | -21.2 | -1.7 | -2.1
CHO-K1 Ca PAM | 11.4 | 11.8 | -23.6 | 8.9 | 14.1 | 16.3 | -18.8 | 17.5
CHRM4 agonist | -0.5 | 2.5 | 0.9 | 13.9 | -0.3 | 1.0 | 10.6 | 0.4
CHRM5 agonist | 1.2 | 1.6 | 0.8 | 2.0 | -6.9 | -3.0 | 11.3 | -3.5

9) O=C(CCNC(=O)c1ccc([N+](=O)[O-])cc1)Nc1nccs1

screen / no. | 9
M5 PAM | 3.9
M4 PAM | 0.8
M5 antag | -12.2
M1 ag parental | 0.1
CHO-K1 Ca antag | -11.2
M4 antag | -13.6
CHO-K1 Ca PAM | 0.9
CHRM4 agonist | 1.0
CHRM5 agonist | 0.9

This part in full, previewed entries included:
1) Cc1cc(-c2nnc3n2CCCCC3)c(C)n1-c1ccccc1
2) CN1CCN(S(=O)(=O)c2cccc(C(=O)N3CCN(c4ccccc4)CC3)c2)CC1
3) O=C(NC(=S)N1CCN(c2ccc(O)cc2)CC1)c1cccs1
4) COc1ccc(C(C)=O)cc1COC(=O)Cn1cnc2ccccc2c1=O
5) COc1ccc2nc(C)c3cc(C)oc3c2c1
6) COc1cccc(-c2cccc(NC(=O)C3CCN(CCCn4cccn4)CC3)c2)c1

screen / no. | 1 | 2 | 3 | 4 | 5 | 6
M5 PAM | 0.0 | 6.9 | -4.4 | -6.4 | -6.2 | 0.3
M4 PAM | -1.2 | 8.3 | 10.9 | -19.4 | -3.8 | 4.5
M5 antag | 4.8 | 5.2 | 9.1 | 8.7 | 6.3 | -1.5
M1 ag parental | -0.5 | 1.0 | -0.7 | 4.0 | -0.2 | 0.4
CHO-K1 Ca antag | -14.7 | -18.5 | 17.9 | -1.9 | -3.3 | -9.9
M4 antag | 6.2 | -5.7 | -3.2 | 25.1 | -5.0 | -21.2
CHO-K1 Ca PAM | 11.4 | 11.8 | -23.6 | 8.9 | 14.1 | 16.3
CHRM4 agonist | -0.5 | 2.5 | 0.9 | 13.9 | -0.3 | 1.0
CHRM5 agonist | 1.2 | 1.6 | 0.8 | 2.0 | -6.9 | -3.0

7) Cc1nc(C)c(C(=O)OCC(=O)Nc2ccccc2SCC#N)s1
8) Cc1ccc(N2CC(C(=O)Nc3nnc(SCC(N)=O)s3)CC2=O)cc1C (stereo unspecified)
9) O=C(CCNC(=O)c1ccc([N+](=O)[O-])cc1)Nc1nccs1
10) Cc1ccc(C(CC(=O)NCCCN(C)C)c2ccc(OC(C)C)cc2)cc1 (stereo unspecified)
11) CCCCCSc1nc2c(cnn2-c2ccc(F)cc2)c(=O)[nH]1
12) Cc1nc([N+](=O)[O-])c(Br)n1CC(=O)c1ccc(Br)cc1

screen / no. | 7 | 8 | 9 | 10 | 11 | 12
M5 PAM | -9.0 | 2.9 | 3.9 | 0.9 | 2.4 | 4.3
M4 PAM | -4.5 | 2.8 | 0.8 | -3.9 | -7.0 | 9.2
M5 antag | 15.8 | 9.9 | -12.2 | -6.2 | 2.7 | -2.0
M1 ag parental | 2.7 | -0.2 | 0.1 | 0.0 | 0.5 | 1.2
CHO-K1 Ca antag | 6.7 | -12.3 | -11.2 | -2.4 | -2.5 | 1.9
M4 antag | -1.7 | -2.1 | -13.6 | 1.5 | 10.3 | 10.8
CHO-K1 Ca PAM | -18.8 | 17.5 | 0.9 | 16.0 | 7.2 | 12.4
CHRM4 agonist | 10.6 | 0.4 | 1.0 | 0.7 | 0.2 | 3.1
CHRM5 agonist | 11.3 | -3.5 | 0.9 | -18.1 | 0.7 | 4.8

13) O=C(OCC(=O)N1CCCCCC1)c1ccc(F)cc1F
14) COCCNC(=O)CSc1ccccc1C(=O)NCC1CCCCC1
15) Cc1cccc(N2CC(C(=O)O)CC2=O)c1 (stereo unspecified)
16) CC1(c2ccccc2)NC(=O)N(CC(=O)NNC(=O)c2ccccc2)C1=O (stereo unspecified)
17) Cc1ccc(NC(=O)C2CCCN(c3cnccn3)C2)c(C)c1 (stereo unspecified)
18) CC(OC(=O)CN1C(=O)NC2(CCCC2)C1=O)c1ccc(F)cc1 (stereo unspecified)

screen / no. | 13 | 14 | 15 | 16 | 17 | 18
M5 PAM | 3.6 | 3.8 | 0.6 | -3.2 | 6.2 | -8.8
M4 PAM | 2.0 | -2.8 | -3.2 | 5.7 | 2.1 | 0.1
M5 antag | 3.4 | 7.7 | -3.3 | 5.1 | -15.0 | -0.1
M1 ag parental | 1.2 | 0.1 | -0.2 | 0.0 | 0.5 | 0.5
CHO-K1 Ca antag | -5.6 | -9.7 | -3.7 | -4.3 | -4.5 | 7.6
M4 antag | 6.0 | -0.4 | -0.3 | -11.2 | -9.9 | 2.5
CHO-K1 Ca PAM | 17.7 | 6.0 | -8.6 | 3.5 | -5.2 | -16.1
CHRM4 agonist | 0.3 | 1.1 | 0.7 | 0.8 | 0.6 | 2.2
CHRM5 agonist | 1.6 | -2.1 | 0.5 | -2.2 | -1.3 | 5.7

In the list so far, 2 have a nitro group on carbon.
9) O=C(CCNC(=O)c1ccc([N+](=O)[O-])cc1)Nc1nccs1
12) Cc1nc([N+](=O)[O-])c(Br)n1CC(=O)c1ccc(Br)cc1

screen / no. | 9 | 12
M5 PAM | 3.9 | 4.3
M4 PAM | 0.8 | 9.2
M5 antag | -12.2 | -2.0
M1 ag parental | 0.1 | 1.2
CHO-K1 Ca antag | -11.2 | 1.9
M4 antag | -13.6 | 10.8
CHO-K1 Ca PAM | 0.9 | 12.4
CHRM4 agonist | 1.0 | 3.1
CHRM5 agonist | 0.9 | 4.8

(more compounds)
19) COc1ccccc1CN(C)C(=O)C1COc2ccccc2O1 (stereo unspecified)
20) Cc1ccc(OCC(=O)N2CCN(C(=O)c3ccco3)CC2)cc1
21) Cc1ccc(NS(=O)(=O)c2ccc(NC(=O)c3ccc(Br)o3)cc2)c(C)c1
22) O=C1CN(C(=O)COc2ccc([N+](=O)[O-])cc2Cl)c2ccccc2N1
23) O=C(COC(=O)c1ccc(O)cc1)Nc1ccc(S(=O)(=O)N2CCOCC2)cc1
24) O=C1[C@@H]2Cc3c([nH]c4ccccc34)CN2C(=O)CN1CCCO

screen / no. | 19 | 20 | 21 | 22 | 23 | 24
M5 PAM | 4.9 | -0.9 | -13.5 | 1.9 | -1.4 | -2.1
M4 PAM | -0.6 | 0.6 | -14.2 | 11.5 | 13.7 | 6.4
M5 antag | -0.4 | 4.1 | 12.9 | 10.2 | -0.4 | 5.9
M1 ag parental | 1.0 | 0.7 | 5.3 | 0.8 | 0.5 | -0.1
CHO-K1 Ca antag | -5.2 | -9.9 | 1.1 | -1.6 | -4.8 | -3.5
M4 antag | -4.4 | -3.9 | 8.2 | -2.4 | -8.6 | 1.3
CHO-K1 Ca PAM | 2.6 | 8.0 | 12.9 | 0.0 | -7.3 | 13.5
CHRM4 agonist | 0.5 | 1.6 | 8.8 | 1.7 | 2.5 | 0.2
CHRM5 agonist | -0.7 | -1.7 | 6.7 | -0.1 | 4.4 | -1.5

25) O=C(Nc1ccc(N2CCOCC2)cc1)c1cc(-c2ccncc2)nc2ccccc12
26) CC(=O)c1cccc(-c2cnc3c(NC=O)cc(-c4ccc(C(=O)N5CCOCC5)cc4)cn23)c1
27) CCC(C)n1c(SC(C)C#N)nc2ccccc2c1=O (stereo unspecified)
28) Cc1ccc(/C=N/NC(=O)c2ccc3nc[nH]c3c2)s1

screen / no. | 25 | 26 | 27 | 28
M5 PAM | -4.0 | 2.6 | 1.5 | -21.4
M4 PAM | -12.5 | 6.9 | -3.8 | -6.8
M5 antag | 11.9 | 0.1 | -0.4 | 13.6
M1 ag parental | 3.3 | -0.2 | 1.0 | 4.5
CHO-K1 Ca antag | 3.4 | -10.6 | -27.9 | -6.7
M4 antag | 1.9 | 1.0 | -12.6 | 10.4
CHO-K1 Ca PAM | -2.6 | 24.2 | 25.5 | 15.1
CHRM4 agonist | 10.2 | 0.0 | 3.6 | 15.4
CHRM5 agonist | 0.4 | -1.5 | -1.7 | 2.6

Source: PubChem
